Shiga inhibitor: Shiga toxin inhibition. Vero cells, Shiga toxin protein synthesis inhibition reporter. 9.2% of 290,000 active. inhibition, % at 38.7 µM; in the data active = inhibition mostly above about 28%, no sharp cut-off; inactive = mostly below about 43%; also: 0% is about no effect
AmpC no deterg: blocks E. coli AmpC beta-lactamase in detergent-free assay; P00811; AmpC nitrocefin hydrolysis, absorbance 480 nm, 0.0001% Triton; Potency, µM (top dose mostly 57.1 µM), without a hit: top-dose activity change, negative = inhibition, most hits filed as inhibitors; 0.52% of 330,000 active; AID 485341;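 also: potency is read from the fitted curve at half-maximal effect; plate controls were no compound for no effect and no enzyme for full effect; nearly all actives have a fitted effect of over 20% in size; some results filed as inactive show a strong effect at the top dose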
Target sequence (P00811 whole entry, looked up): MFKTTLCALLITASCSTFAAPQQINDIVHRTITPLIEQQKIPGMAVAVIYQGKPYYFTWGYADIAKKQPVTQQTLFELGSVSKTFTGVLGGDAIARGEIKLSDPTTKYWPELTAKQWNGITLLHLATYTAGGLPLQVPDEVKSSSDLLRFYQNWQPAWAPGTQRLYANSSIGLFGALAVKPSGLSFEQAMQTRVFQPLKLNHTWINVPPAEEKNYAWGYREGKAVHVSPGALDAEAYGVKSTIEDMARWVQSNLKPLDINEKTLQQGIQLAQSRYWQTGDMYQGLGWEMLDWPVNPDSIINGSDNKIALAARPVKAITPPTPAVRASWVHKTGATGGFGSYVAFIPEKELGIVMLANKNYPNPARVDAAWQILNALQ
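20 mM phosphate pH 7.0 + 0.01% (detergent screen) or 0.0001% Triton X-100; 5.3 nM AmpC reagent; cpd preinc 15 min RT; nitrocefin (800 uM stock) to start; A480 q20 s × 4 min; Activity was normalised to no-enzyme and no-compound control wells.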
AmpC inh detg: AmpC beta-lactamase inhibition with detergent present. AmpC hydrolysis of nitrocefin, absorbance 480 nm, 0.01% Triton. Potency, µM (top dose mostly 114 µM), for inactives: at the highest dose activity change, negative = inhibition, actives largely listed as inhibitors. 0.041% of 370,000 active. AID 485294;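 also: potency is read from the fitted curve at half-maximal effect; 0% = no-compound wells and -100% = no-enzyme wells; nearly all actives have a fitted effect of over 25% in size; some results filed as inactive show a strong effect at the top dose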
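AmpC (5.3 nM in the dispensed reagent) in 20 mM phosphate pH 7.0 with 0.01% (detergent screen) or 0.0001% Triton X-100 was preincubated with compounds for 15 min at room temperature. Nitrocefin was then added from an 800 uM solution, and hydrolysis was followed at 480 nm.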
Cycloheximide cs: counter-screen for Shiga toxin inhibitors: cycloheximide protein synthesis inhibition | cell reporter, cycloheximide protein synthesis inhibition counterscreen | max response, % | 12% of 300,000 active | AID 2314; in the data active = max response mostly above about 13%, no sharp cut-off; inactive = mostly below about 14%; also: read at 38.3 µM for the half of the compounds with a filed dose; 0% is about no effect
HCMV inh: inhibitors of human cytomegalovirus; HFF cells, HCMV-luciferase reporter, 72 h; active compounds read low; activity change, negative = inhibition, % at 57.5 µM; 4.5% of 410,000 active; in the data active = activity change below about -60%; inconclusive = no clear call, values can overlap the other calls; inactive = above about -39%; also: % is scaled to controls: 0 for no effect and ±100 for the full control effect
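Human foreskin fibroblasts infected with luciferase-reporter HCMV at MOI 1 PFU/cell, compounds at two doses. Luciferase measured 72 h post infection; normalized to buffer-only basal and Salinomycin (10uM) controls.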
AMA1 RON2 block: inhibitors of Plasmodium falciparum AMA1-RON2 interaction; AlphaScreen AMA1-biotinylated RON2 peptide binding; Potency, µM (titrated, usually from 58.2 µM), for the others: top-dose activity change, negative = inhibition, actives largely listed as inhibitors; 0.2% of 360,000 active;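 also: potency is read from the fitted curve at half-maximal effect; 0% = vehicle wells and -100% = peptide control; nearly all actives have a fitted effect of over 45% in size; some results filed as inactive show a strong effect at the top dose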
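AMA1 (3D7) with his tag at 25 nM final met compounds first, then biotinylated RON2 peptide at 25 nM; detection used donor plus acceptor beads, 10 µg/mL apiece, read by AlphaScreen after 30 min at room temperature.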
Giardia FBPA inh: inhibitors of Giardia lamblia fructose-1,6-bisphosphate aldolase | 0.71% of 290,000 active | purified Giardia FBPA | Potency, µM (highest dose often 59.6 µM), without a hit: at the top dose activity, negative = inhibition, usual class: inhibitors | A8B2U2; also: potency is read from the fitted curve at half-maximal effect; % is scaled to controls: 0 for no effect and ±100 for the full control effect; nearly all actives have a fitted effect of over 55% in size
Target sequence (A8B2U2 whole entry, looked up): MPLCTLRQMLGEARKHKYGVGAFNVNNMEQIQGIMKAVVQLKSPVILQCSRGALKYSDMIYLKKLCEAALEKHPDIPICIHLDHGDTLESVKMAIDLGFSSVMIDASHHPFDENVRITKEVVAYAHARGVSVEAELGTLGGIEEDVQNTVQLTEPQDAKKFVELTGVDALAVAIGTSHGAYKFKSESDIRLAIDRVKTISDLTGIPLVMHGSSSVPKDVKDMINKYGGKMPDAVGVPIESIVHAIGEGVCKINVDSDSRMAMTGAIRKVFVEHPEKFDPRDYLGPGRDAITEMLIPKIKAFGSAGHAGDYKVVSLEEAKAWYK
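Giardia FBPA (40 nM reagent) was preincubated 10 min at RT with compound (up to 57.5 uM final), then substrate plus GAPDH/TPI/NAD/arsenate coupling system with diaphorase/resazurin was added; resorufin fluorescence (525/598 nm) was read after 20 min.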
Numbers without * were called inactive; ? = inconclusive; · = not tested or not shown; & = joins results of further samples; [ ] = another dose, or the depositor's remark. Unless noted, calls follow the shape of the dose curve; as a rule, active = well fitted curve in the direction sought with a large enough effect; inconclusive = small, poorly fitted or top-dose-only effect, or another doubt; inactive = no such curve, though single readings can be large; an effect the other way counts as inactive or inconclusive.

Structure,Giardia FBPA inh,Cycloheximide cs,HCMV inh,Shiga inhibitor,AMA1 RON2 block,AmpC inh detg,AmpC no deterg
O=C(COc1cccc2c1CCN(Cc1ccccc1)C2=O)N1CCCCC1,3%,1,-26,-10,16%,-15%,-2%
Cc1ccc(CNC(=O)CN(C(=O)C2(C)CC(=O)N=C3C=CC=CN32)c2cccc(C)c2C)cc1 (stereo unspecified),-25%,-4,-35,9,10%,-8%,17%
COc1ccccc1NC(=O)CCC(=O)OCC(=O)c1ccc(C)c([N+](=O)[O-])c1,·,-2,0,-18,-3%,-1%,-10%
CCCCN1C(=S)NC[C@@H]1Cc1cccc2ccccc12,0%,18*,24,60*,-2%,-3%,-38%
O=C(/C=C/c1ccc(Cl)cc1)Nc1ccc(N2CCCCC2)cc1,5%,2,5,38,-5%,-7%,-22%
COc1ccc(N(CC(=O)NCCSc2ccccn2)S(C)(=O)=O)cc1,-2%,-2,10,-4,22%,-7%,-1%
NC(=O)CN1CCOCCOCCN(CC(N)=O)CCOCC1,?,-3,1,7,16%,-13%,-7%
CC(=O)c1cccc(S(=O)(=O)NCCC(=O)NC2CCCCCC2)c1,·,·,-24,·,4%,-3%,-11%
C/C(=N/NS(=O)(=O)c1ccccc1)c1ccc(NC(=O)C(F)(F)F)cc1,-1%,1,1,-10,15%,?,-24%
Cc1cc(/C=C2/SC(=O)N(CC(=O)N3CCCC3)C2=O)c(C)n1C,·,-2,10,-6,5%,1%,-3%
COc1cc(Br)c(CNCCc2ccc3c(c2)OCO3)cc1OC,?,-3,44,-8,?,?,-18%
Cc1ccc(S(=O)(=O)N(Cc2cc3cccc(C)c3[nH]c2=O)c2ccccc2)cc1,1%,-2,?,7,8%[11.6 µM],-2%,-2%
COc1ccc(CNC(=O)CCn2cccc2)cc1,5%,14,27,-13,-9%,-8%,-12%
CN(CC(O)CON=C1c2ccccc2-c2ccccc21)S(=O)(=O)c1ccc(Br)cc1 (stereo unspecified),-7%,-1,-19,-18,2%,?,0%
CNC(=S)Nc1cccc(C(=O)OC)c1,4%,5,31,8,-19%,13%,-12%
O=S(=O)(c1ccc(Br)s1)N1CCN(c2ncccn2)CC1,0%,11,1,20,8%,3%,-12%
CCn1cc(C(=O)O)c(=O)c2cc(F)c(N3CCN(C(=S)NC(=O)c4ccccc4C)CC3)cc21,?,-1,-19,-7,57%[activator],-1%,5%
CC(=O)Nc1ccccc1NC(=O)C(F)(F)F,1%,-2,-34,43,15%,-14%,-20%
Cc1ccc(OCc2ccc(C(=O)NCC3CCCO3)cc2)cc1C (stereo unspecified),·,·,-5,·,-22%,7%,-18%
CCn1cc(C(=O)NCC(OC)OC)c(=O)c2cc(S(=O)(=O)N3CCCC3)ccc21,20%,-2,-36,5,5%,-2%,24%
NC12CC3CC(C1)CC(O)(C3)C2,-4%,-3,19,-20,0%,?,-12%
COc1ccc(CCNC(=O)CCNC(=O)c2ccc(Br)cc2)cc1OC,7%,-1,-32,-14,6%,1%,8%
COc1ccc(NC(=S)N/N=C/c2cccn2Cc2ccccc2F)cc1,0%,-5,-38,-14,44%[activator],11%,-32%
O=C(COc1coc(CN2CCc3ccccc32)cc1=O)N1CCCCC1,·,·,-17,·,-19%,-9%,27%
CC(C(=O)O)N(c1ccccc1Cl)S(C)(=O)=O (stereo unspecified),·,·,-1,·,-4%,-7%,-17%
COc1ccc(-c2ccc(SCC(=O)c3cccs3)nn2)cc1,-29%,34*,-3,61*,-18%,0%,-35%
COc1ccc(/C=N/N(CCC(=O)NC(C)(C)C)C2=NS(=O)(=O)c3ccccc32)cc1,14%,-2,-40,11,-2%,0%,16%
CC(NC(=O)C1CCN(C(=O)[C@@H]2Cc3ccccc3CN2C(=O)OC(C)(C)C)CC1)c1ccccc1 (stereo partly specified),11%,21,-4,-6,-5%,-1%,122%[activator]
CCSc1nc2c(c(=O)[nH]1)C(C(C)C)C(C#N)=C(N)O2 (stereo unspecified),-8%,-9,-4,-18,0%,-11%,-39%
Cc1csc(NC(=O)c2cc3c(s2)CCCC3)n1,13%,62*,24,81*,-8%,2%,-46%

Reformatted with values under each structure: two of the compounds above.
Order of values: Giardia FBPA inh, Cycloheximide cs, HCMV inh, Shiga inhibitor, AMA1 RON2 block, AmpC inh detg, AmpC no deterg
- Cc1csc(NC(=O)c2cc3c(s2)CCCC3)n1
→ 13%, 62*, 24, 81*, -8%, 2%, -46%
- O=S(=O)(c1ccc(Br)s1)N1CCN(c2ncccn2)CC1
→ 0%, 11, 1, 20, 8%, 3%, -12%

(cont.)
Structure,Giardia FBPA inh,Cycloheximide cs,HCMV inh,Shiga inhibitor,AMA1 RON2 block,AmpC inh detg,AmpC no deterg
O=C(CSc1nnc(-c2cccnc2)n1Cc1ccco1)c1ccc(Cl)c(Cl)c1,-2%,-4,-29,-10,47%[activator],-17%,-14%
Cc1cccc(NC(=S)N2CCN(S(=O)(=O)c3cccc(F)c3)CC2)c1,0%,9,-14,6,22%,-9%,-48%
S=c1[nH]nc(-c2ccc(Br)cc2)n1Cc1ccccc1,14%,-6,-21,-18,69%[activator],0%,-28%
COCCNC(=O)c1ccc2c3n(nc2c1)-c1ccccc1CO3,5%,30*,88,41*,-3%,4%,0%
CN(C)/N=C/c1cn(-c2ccccc2)nc1-c1cccnc1,-1%,7,3,13,-25%,10%,5%
O=C(NNC(=O)c1cccc(Br)c1)C(=O)N1CCCCC1,-4%,2,20,28,51%[activator],4%,-18%
Cc1ccc(NS(=O)(=O)c2ccc(C(=O)N3CCN(S(=O)(=O)c4ccccc4)CC3)cc2)cc1,·,·,?,·,3%,?,26%
COc1cc(CNC(=O)c2ccccc2NC(=O)C2=C(C)OCCS2)cc(OC)c1OC,·,2,13,13,-9%,0%,32%
CCOc1ccc(CCNC(=O)C(CC)n2nc(C)n3c(cc4sccc43)c2=O)cc1OCC (stereo unspecified),10%,-2,0,1,?,0%,78%[activator]
NS(=O)(=O)c1cccc(NC(=O)CSc2nnc(C3CC3)n2C2CC2)c1,·,·,-20,·,0%,2%,-13%
CCC(C)n1c(SCC(=O)/C(C#N)=C(\C)N)nc2ccccc2c1=O (stereo unspecified),-1%,-5,-38,-5,25%,-9%,-3%
COc1ccc(C(=O)/C(C#N)=N/Nc2cccc([N+](=O)[O-])c2)cc1,-5%,-2,-98*,26,-15%,-1%,-29%
COc1ccc(-c2cc(C(F)F)n3ncc(C(=O)Nc4cccc(S(=O)(=O)N5CCOCC5)c4)c3n2)cc1,-3%,5,-31,27,-10%,-1%,0%
C=CCn1c(N)cc(=O)nc1SCC(=O)Nc1ccc(C(=O)OC)cc1,·,-2,19,-13,-2%,5%,-31%
O=C(Cc1ccc(F)cc1)N1CCC(CC2CC(c3cccc(Br)c3)=NO2)(C(=O)NCC2CCCCC2)CC1 (stereo unspecified),-2%,-3,3,-2,-2%,?,-8%
COc1ccc(-n2c3c(cc(C(=O)NNc4ccccc4C)c2=O)C(=O)CC(C)(C)C3)cc1,0%,-3,11,-14,-6%,0%,-19%
CC(C)(C)c1ccc(-c2noc(-c3ccc4c(c3)CCO4)n2)cc1,1%,21*,?,35*,3%,-7%,-5%
CCNC(=O)N1CCC(n2nccc2NC(=O)CCOc2ccccc2)CC1,18%,-2,27,-2,-1%,?,-14%
COC(=O)/C(=C\c1ccc(O)cc1)c1nc2ccccc2[nH]1,-11%,35*,29,60*,15%,-6%,-23%
CCC(=O)N1CCN(c2nc(CC)nc3sc4c(c23)CCCC4)CC1,14%,-3,-28,-14,11%,-6%,102%[activator]
C=CCN1C(=O)C2(OCCCO2)c2cccc(Cl)c21,9%,2,37,-3,0%,-6%,-8%
COc1ccccc1CN1CC(C(=O)N2CCOCC2)CCC1=O (stereo unspecified),·,-2,13,25,19%,2%,-1%
CCOC(=O)c1c(C)[nH]c(C(=O)COC(=O)c2cn(CC)c3nc(C)ccc3c2=O)c1C,10%,-2,·,16,·,?,-24%
CC(Sc1nnc(-c2ccccc2F)n1C1CC1)C(=O)NC(N)=O (stereo unspecified),-2%,-4,0,3,-1%,-4%,-7%
Cc1ccc(NC(=O)[C@@H]2CCC(=O)N2C2OC(=O)c3ccccc32)cc1Cl (stereo partly specified),-3%,-3,0,-1,2%,?,-32%
O=c1nc(/C=C/c2cccn2-c2ccc([N+](=O)[O-])cc2)cc(C(F)(F)F)[nH]1,?,-1,-24,3,-9%,0%,-54%
CN1C(=O)N(C)C2CC1N(C)C(=O)N2C,-2%,1,8,15,-6%,4%,-19%
O=C1Nc2ccc(Cl)cc2/C1=C/C1CC=CCC1 (stereo unspecified),-5%,-4,-2,-14,7%,-11%,-25%
Cc1ccccc1-n1c(O)c(C(c2ccncc2)c2c(O)n(-c3ccccc3C)c(=O)[nH]c2=O)c(=O)[nH]c1=O,-2%&-1%,1&7,16&18,-8&-6,0%&8%,-5%&-3%,-7%&-32%
Cc1ccc(OCCn2c(C)c(/C=N/n3cnnc3)c3ccccc32)cc1,1%,-5,-16,-22,11%,-10%,49%
CCOC(=O)c1c(-c2ccc(OC)cc2)nc2nonc2c1N,-1%,-5,5,1,-1%,-7%,-21%
CCN(Cc1cc2ccccc2[nH]c1=O)S(=O)(=O)c1ccc(OC)cc1,·,2,-20,25,-11%,3%,-19%
CCCS(=O)(=O)N1CCC(Cc2ccc(OC)cc2)(C(=O)OCC)CC1,1%,20*,?,19,-5%,?,57%
Cn1ccnc1SCC(=O)Nc1cc(C(F)(F)F)ccc1N1CCOCC1,1%,-1,34,-9,-2%,2%,35%
Cc1ccc(S(=O)(=O)NC(=O)N2CCN(Cc3c(F)cccc3Cl)CC2)cc1,0%,-2,-11,-3,-24%,-8%,82%[activator]
O=C(Oc1ccc2c(=O)c(Oc3ccc4ccccc4c3)coc2c1)c1cccnc1,7%,-2,-6,4,-7%,-10%,-39%
